KLK7 zymogen act = proKLK7 (human) activation, primary screen. purified proKLK7, EDANS-DABCYL substrate fluorescence; 100% is mature enzyme control, 0% vehicle. activation, % at 7 µM. 370,000 compounds, 0.9% hits. AID 652039;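 active means activation above the mean of all tested compounds plus 3 SD, computed per campaign excluding outliers beyond control limits, cut at about 13% in these data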
Target sequence (P49862 whole entry, looked up): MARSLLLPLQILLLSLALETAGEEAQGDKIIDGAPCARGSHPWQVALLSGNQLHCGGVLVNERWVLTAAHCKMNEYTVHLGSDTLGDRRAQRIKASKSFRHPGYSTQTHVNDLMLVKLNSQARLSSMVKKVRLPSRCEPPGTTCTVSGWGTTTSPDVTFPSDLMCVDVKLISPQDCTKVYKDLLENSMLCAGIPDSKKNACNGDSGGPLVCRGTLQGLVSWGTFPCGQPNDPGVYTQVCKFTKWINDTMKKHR
ADAM17 inh = inhibits human ADAM17; P78536; recombinant ADAM17, EDANS/DABCYL FRET peptide cleavage; inhibition, % at 6.95 µM; 370,000 compounds, 0.83% hits; AID 720648;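 active means inhibition above the mean of compounds lying between control limits plus 3 SD, set per campaign, cut at about 8.5% in these data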;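 further: 0% = DMSO-only wells as the low control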
ARFGAP1 inh = inhibitors of rat ARFGAP1. 360,000 compounds, 0.26% hits. Arfgap1-stimulated ARF1 GTP hydrolysis, GDP FP detection. inhibition, % at 16.5 µM. Q62848;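 active means inhibition above a per-plate limit, mean inhibition of low control wells plus 3 SD, cut at about 25% in these data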;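 further: 0% = DMSO wells with enzyme and 100% = wells lacking Arfgap1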
Target sequence (Q62848 1-136 limits assumed): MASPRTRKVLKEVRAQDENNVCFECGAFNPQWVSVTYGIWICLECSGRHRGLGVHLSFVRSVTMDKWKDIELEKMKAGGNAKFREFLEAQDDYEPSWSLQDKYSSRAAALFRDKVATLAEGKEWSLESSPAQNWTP
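System: truncated rat Arfgap1 GAP domain / Medium: HEPES-based buffer, pH 7.5 / Also added: N-terminally truncated human ARF1-GTP substrate / Incubation: enzyme reaction 120 min at 25 °C after 20 min preincubation / Measured by: FP of antibody-bound GDP Alexa 633 tracer, ex 620/em 688 nm / Replicates: singlicate, each compound tested once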
ASAP1 inh = ASAP1 ArfGAP inhibition. inhibition, % at 16.5 µM. 360,000 compounds, 0.19% hits. ASAP1-stimulated ARF1 GTP hydrolysis, GDP FP detection. AID 624377. Q9ULH1; in the data active means inhibition above about 25%;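 further: 0% = vehicle with enzyme and substrate and 100% = no enzyme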
DDE Tn6 FP inh = disrupts Tn6 cyclic peptide binding to fibrin D-Dimer-E complex | P02675 | Fibrin DD(E) TRITC-Tn6 fluorescence polarization displacement | inhibition, % at 8.3 µM | 370,000 compounds, 0.21% hits | AID 720509;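 active means inhibition above a per-campaign cutoff: mean of compounds within control limits plus 3 SD, cut at about 15% in these data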;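 further: 0% = median of all compound wells on the plate and 100% = blocking peptide control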
Target sequence (P02675 whole entry, looked up): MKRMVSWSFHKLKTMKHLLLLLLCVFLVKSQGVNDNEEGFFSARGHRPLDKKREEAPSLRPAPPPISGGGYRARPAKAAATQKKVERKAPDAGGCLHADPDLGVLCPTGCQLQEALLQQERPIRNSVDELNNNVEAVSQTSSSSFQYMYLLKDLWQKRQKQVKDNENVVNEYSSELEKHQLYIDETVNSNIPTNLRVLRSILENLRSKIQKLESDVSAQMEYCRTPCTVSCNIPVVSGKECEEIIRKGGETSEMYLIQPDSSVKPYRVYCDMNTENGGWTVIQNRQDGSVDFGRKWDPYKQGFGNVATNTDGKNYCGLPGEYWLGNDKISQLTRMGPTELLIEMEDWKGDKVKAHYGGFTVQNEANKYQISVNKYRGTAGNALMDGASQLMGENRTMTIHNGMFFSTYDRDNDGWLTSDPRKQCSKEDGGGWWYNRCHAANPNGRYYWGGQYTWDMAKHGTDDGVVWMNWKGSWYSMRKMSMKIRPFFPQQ
UHRF1 binding = human UHRF1 methylated DNA binding inhibitors. inhibition, % at 4.4 µM. UHRF1 binding to methylated oligo, TR-FRET. 370,000 compounds, 0.75% hits; in the data active means inhibition above about 21%;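 further: UHRF1 SRA domain binding a hemimethylated CpG hairpin DNA probe; 0% = median of test compound wells and 100% = reference inhibitor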
Tn7 DDE FP = DD(E)-Tn7 binding inhibition, primary FP screen; FP displacement of FITC-Tn7 peptide from fibrin DD(E); 0% = median of compound wells per plate; P02675; inhibition, % at 8.3 µM; 370,000 compounds, 0.13% hits; AID 720508;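 active means inhibition above the mean of compounds falling within the control limits plus 3 SD of them, cut at about 14% in these data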;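 further: 0% = plate median of compound wells and 100% = 10 µM Aha-Tn7 peptide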
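System: human fibrin DD(E); quantity: Fibrin-DD(E) at 2 µM final; also added: fluorescent Tn7 probe at 0.1 µM; compound dosing: single nominal test concentration of 8.3 µM per compound; schedule: 10 min preincubation, 3 h with tracer, room temperature; detection: fluorescence polarization of the labelled Tn7 tracer; repeats: one replicate per compound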
PLC-beta3 inh = PLC-beta3 (human) inhibition, primary screen. Q01970. Purified PLC-beta3, fluorogenic substrate, fluorescence. inhibition, % at 12.2 µM. 370,000 compounds, 0.18% hits. AID 720704; in the data active means inhibition above about 11%;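 further: 0% = median of compound wells on plate and 100% = full blocker control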
MBD2 inh = blocks human MBD2 binding to methylated DNA; 370,000 compounds, 0.31% hits; AID 686964; inhibition, % at 4.4 µM; TR-FRET, MBD2 binding to methylated oligonucleotide; in the data active means inhibition above about 13%
PLCg1 inh = PLC-gamma1 (human) inhibition, primary screen. inhibition, % at 12.2 µM. purified PLC-gamma1, fluorogenic substrate, fluorescence. P19174. 370,000 compounds, 0.84% hits; in the data active means inhibition above about 9.5%
Active calls of the source: *; i = inactive; & = joins results of further samples; ! = not active in a repeat.

KLK7 zymogen act,ADAM17 inh,ARFGAP1 inh,ASAP1 inh,DDE Tn6 FP inh,UHRF1 binding,Tn7 DDE FP,smiles,PLC-beta3 inh,MBD2 inh,PLCg1 inh
-0.3,-3,4,1,-1,-2,2,COc1ccc(CCN(C)C(=O)c2c(C)nn(-c3ccccc3)c2C)cc1OC,-5,3,1
0.1,0,11,4,0,4,-1,CCC(O)CC(C(=O)NNc1ccccc1)C(=O)NNc1ccccc1 (configuration not stated),5,1,4
-0.6,-4,-3,-9,2,1,5,Cc1nc2nc(-c3ccccc3)[nH]n2c(=O)c1Cc1ccccc1,2,1,1
-0.2,-2,2,3,5,1,7,COc1cc(OC)cc(-c2n[nH]c(=S)n2-c2ccc3c(c2)OCCO3)c1,2,-2,-2
0.0,-5,3,5,-2,1,-7,CCCCC1C(=O)NN(c2ccccc2)C1=O (configuration not stated),2,1,-27
-0.7,-2,3,3,0,5,1,CCN(C(=O)CSc1nncn1-c1ccccc1)c1c(N)n(Cc2ccccc2)c(=O)[nH]c1=O,1,2,1
-0.6,3,7,11,-3,7,3,CN1CCN(NC(=O)/C=C/c2cccc(Cl)c2)CC1,-8,-2,1
-0.2,-1,7,-7,-7,0,1,CCCn1c(SCC(=O)N2CCN(S(=O)(=O)c3ccc(Cl)cc3)CC2)n[nH]c1=O,-6,2,-2
-0.7,1,-3,10,-2,0,1,O=C1Cc2cc(S(=O)(=O)Nc3ccc(N4CCOCC4)cc3)ccc2N1,-6,7,0
-3.4,-31,11,-2,-14,5,0,COC(=O)c1[nH]c2cc(OC)ccc2c1NC(=O)c1ccc2c(c1)OCO2,-39,-1,-25
0.3,-4,-5,-9,1,0,2,COc1ccccc1CNc1nc(NCCNC(C)=O)c2sccc2n1,1,-7,1
0.6,-15,2,12,-3,-3,-4,CC(=O)Nc1ccc(S(=O)(=O)Nc2ccc3ccccc3n2)cc1,-48,4,-29
-0.6,-4,14,2,-10,5,2,COCC(C)NS(=O)(=O)c1ccc(OC)cc1 (configuration not stated),2,13,-2
0.1,0,4,9,-6,8,-7,O=C(c1ccco1)N1CCN(C(=O)C2CC(c3ccccc3F)=NO2)CC1 (configuration not stated),-2,-2,14*
1.4,-5,-3,-11,1,0,-9,Cc1cc(NC(=O)c2cc3n(n2)C(C(F)(F)F)CC(c2ccco2)N3)no1 (configuration not stated),-35,-7,-19
0.0,1,2,-1,5,-3,4,Cc1cc(/C=N/NC(=O)c2nn(C)cc2Cl)c(C)n1-c1cccc(Br)c1,-10,-1,-9
0.2,0,3,8,9,-2,6,Cc1cc2c3c(c1)C1(C(=O)N3C(C)(C)CC2C)C(C#N)=C(N)Oc2n[nH]c(C)c21 (configuration not stated),-1,-2,2
-0.8,-1,1,4,5,2,-4,COc1cccc(CNC(=O)c2ccc(C)c(S(=O)(=O)N3CCOCC3)c2)c1,-11,1,6
-0.3,8,3,4,-10,0,-8,CCCCOC(=O)c1ccc(NC(=O)c2nn(C)cc2Br)cc1,2,-4,5
-0.8,-2,10,-11,7,-2,-1,CC(C)CCN1C(Nc2ccccc2)=NC[C@@H]1Cc1ccccc1,0,-2,0
0.6,0,-8,-5,1,-1,5,O=C(CSc1cccc[n+]1[O-])c1cc(Cl)ccc1Cl,-1,-1,-1
-0.2,-2,0,-2,2,0,2,Cc1ccc2c(c1)c(-c1ccccc1)nc1nncn12,-2,-1,-1
-1.3,-8,-8,-4,4,-3,10,CC(C)/C=C1\CCc2c([nH]c3ccccc23)C1=O,-112,-6,-74
0.3,-4,-2,0,10,0,3,COC(=O)c1cccc(-n2[nH]nnc2=S)c1,-20,1,-18
0.7,1,6,0,5,2,-12,CN1CC(=O)N2C(c3ccc(Cl)cc3)c3[nH]c4ccccc4c3C[C@H]2C1=O (some centres not stated),-7,1,0
0.4,-5,-11,-8,8,0,4,COc1ccc(OC)c(NC(=O)CN2C(=O)C(=O)N(Cc3ccccc3)C2=O)c1,-4,2,-1
0.1,-2,-6,6,5,0,5,CCC(Sc1nc2n[nH]c(C)c2c(=N)n1-c1cccc(Cl)c1C)C(=O)N(CC)CC (configuration not stated),4,-2,-6
-40,-110,-4,3,-6,2,-3,Cc1ccc(-c2nc3ccccn3c2NCc2ccc3c(c2)OCO3)cc1,i,-1,i
-0.1,-6,-1,7,-2,-4,3,O=C(CSc1cc(Cl)ccc1Cl)NC1CC1,-4,-4,2
-0.4&-0.5,-7&8,-2&9,4&2,0&-1,0&-7,1&4,Cc1ccc(S(=O)(=O)NC2=C(N3CCN(c4ccccc4F)CC3)C(=O)c3ccccc3C2=O)cc1,1&4,-5&-17,15*!
0.1,-9,8,2,-6,-2,-2,COc1ccc(NC(=O)CN2C(=O)NC(CC(C)C)C2=O)cc1S(=O)(=O)N1CCOCC1 (configuration not stated),-4,0,-1
0.6,-4,-1,-2,-4,1,-3,CCOc1ccc(N(C(C)C(=O)NCc2ccco2)S(C)(=O)=O)cc1 (configuration not stated),0,1,-1
-0.1,1,2,2,3,3,0,Cc1ccsc1C(=O)OCC(=O)c1ccc(OC(F)F)cc1,3,0,5
0.3,-3,12,0,-6,3,7,CCOc1ccc(Nc2nc(Cc3nnc(SCC(=O)NCC4CCCO4)n3C)cs2)cc1 (configuration not stated),-2,-5,-1
-0.4,-1,6,-6,-9,2,3,O=C(O)c1ccccc1C(=O)N1CCc2c([nH]c3ccccc23)C1C(F)(F)F (configuration not stated),-8,3,-2
-0.2,-4,-5,-4,-10,-3,3,O=C(CCN1C(=O)/C(=C\c2cccs2)SC1=S)Nc1nccs1,0,-5,-1
0.1,-3,0,3,-5,-2,-3,CN(C)/C=N/c1c(C#N)cnn1-c1ccc(C(F)(F)F)cn1,1,-5,1
0.4,0,14,3,-5,4,-5,NS(=O)(=O)c1ccc(CCNCC(=O)N2CCC(Cc3ccccc3)CC2)cc1,-1,4,3
0.5,3,-15,0,5,-2,7,O=C(C1CN(C(=O)c2cc3cc(Cl)ccc3o2)c2ccccc2O1)N1CCCCC1 (configuration not stated),-5,0,4
0.2,-3,-9,-1,-2,-1,0,OCC[C@@H]1C[C@@H](O)[C@H](O)[C@]2(Cc3ccccc3CO2)O1,0,-5,-2
-1.0,-122,8,7,-8,1,2,c1cc(-c2ccsc2)n2ccnc2c1,-72,-2,-51
0.4,-1,-1,16,-3,0,7,Cc1ccc(C(C(=O)NC2CCCC2)N(C(=O)CNC(=O)c2cccs2)c2cccnc2)o1 (configuration not stated),0,2,-1
-20,i,2,13,11,-1,13,Cn1c(=O)c2[nH]c(-c3ccc(S(=O)(=O)O)cc3)nc2n(C)c1=O,-354,-6,-287
0.9,-3,-7,5,-3,-2,2,Cn1c(=O)[nH]c(=O)c2c1nc(N1CCN(Cc3ccccc3)CC1)n2CCSc1ncccn1,5,-1,0
0.5,2,10,7,0,-2,-5,COc1cc(C(=O)Nc2ccc(NC(=O)c3ccccc3)nc2)cc(OC)c1OC,0,-3,-1
0.0,-4,-9,0,-9,-2,0,O=C(O)CC(NC(=O)C12CC3CC(CC(C3)C1)C2)c1ccc(Cl)cc1 (configuration not stated),-5,-2,2

16 of these compounds, set out differently:
smiles,KLK7 zymogen act,ADAM17 inh,ARFGAP1 inh,ASAP1 inh,DDE Tn6 FP inh,UHRF1 binding,Tn7 DDE FP,PLC-beta3 inh,MBD2 inh,PLCg1 inh
COc1ccc(NC(=O)CN2C(=O)NC(CC(C)C)C2=O)cc1S(=O)(=O)N1CCOCC1 (configuration not stated),0.1,-9,8,2,-6,-2,-2,-4,0,-1
CCOc1ccc(N(C(C)C(=O)NCc2ccco2)S(C)(=O)=O)cc1 (configuration not stated),0.6,-4,-1,-2,-4,1,-3,0,1,-1
Cc1ccsc1C(=O)OCC(=O)c1ccc(OC(F)F)cc1,-0.1,1,2,2,3,3,0,3,0,5
CCOc1ccc(Nc2nc(Cc3nnc(SCC(=O)NCC4CCCO4)n3C)cs2)cc1 (configuration not stated),0.3,-3,12,0,-6,3,7,-2,-5,-1
O=C(O)c1ccccc1C(=O)N1CCc2c([nH]c3ccccc23)C1C(F)(F)F (configuration not stated),-0.4,-1,6,-6,-9,2,3,-8,3,-2
O=C(CCN1C(=O)/C(=C\c2cccs2)SC1=S)Nc1nccs1,-0.2,-4,-5,-4,-10,-3,3,0,-5,-1
CN(C)/C=N/c1c(C#N)cnn1-c1ccc(C(F)(F)F)cn1,0.1,-3,0,3,-5,-2,-3,1,-5,1
NS(=O)(=O)c1ccc(CCNCC(=O)N2CCC(Cc3ccccc3)CC2)cc1,0.4,0,14,3,-5,4,-5,-1,4,3
O=C(C1CN(C(=O)c2cc3cc(Cl)ccc3o2)c2ccccc2O1)N1CCCCC1 (configuration not stated),0.5,3,-15,0,5,-2,7,-5,0,4
OCC[C@@H]1C[C@@H](O)[C@H](O)[C@]2(Cc3ccccc3CO2)O1,0.2,-3,-9,-1,-2,-1,0,0,-5,-2
c1cc(-c2ccsc2)n2ccnc2c1,-1.0,-122,8,7,-8,1,2,-72,-2,-51
Cc1ccc(C(C(=O)NC2CCCC2)N(C(=O)CNC(=O)c2cccs2)c2cccnc2)o1 (configuration not stated),0.4,-1,-1,16,-3,0,7,0,2,-1
Cn1c(=O)c2[nH]c(-c3ccc(S(=O)(=O)O)cc3)nc2n(C)c1=O,-20,i,2,13,11,-1,13,-354,-6,-287
Cn1c(=O)[nH]c(=O)c2c1nc(N1CCN(Cc3ccccc3)CC1)n2CCSc1ncccn1,0.9,-3,-7,5,-3,-2,2,5,-1,0
COc1cc(C(=O)Nc2ccc(NC(=O)c3ccccc3)nc2)cc(OC)c1OC,0.5,2,10,7,0,-2,-5,0,-3,-1
O=C(O)CC(NC(=O)C12CC3CC(CC(C3)C1)C2)c1ccc(Cl)cc1 (configuration not stated),0.0,-4,-9,0,-9,-2,0,-5,-2,2

Bioassay records: PubChem BioAssay, The Scripps Research Institute Molecular Screening Center

Rows are unselected, and some 4.1% of all compounds hit somewhere here.
